Eya2 inh: Eya2 (human) phosphatase inhibition | Potency, µM (titrated, usually from 76.9 µM), without a hit: at the highest dose activity, negative = inhibition, actives largely listed as inhibitors | AID 488837 | 330,000 compounds, 0.006% hits | O00167 | recombinant Eya2, OMFP fluorescence dephosphorylation (OMFP is methylfluorescein phosphate); further: potency means the concentration at half of the fitted maximal effect
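Eya2 (0.2 uM) preincubated 10 min at ambient with compound, then OMFP substrate added at 50 uM; 10 min reaction in 50 mM HEPES pH 7.5, 50 mM NaCl, 5 uM MgCl2, 0.05% BSA, 1 mM DTT. Fluorescence read at Ex 485/Em 525 nm.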
Coupling enz: counter-screen for Giardia aldolase inhibitors: coupling enzyme system; coupling enzyme system counterscreen, AmpLite Red fluorescence; AID 2472; activity change, negative = inhibition, % at 58.2 µM, hits read low; 290,000 compounds, 0.67% hits; in the data active means activity change below about -30%
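Final compound at 57.5 uM, incubated 10 min at RT with coupling enzyme reagent (glyceraldehyde-3-phosphate), then 20 min with substrate and AmpLite Red detection. Fluorescence read at 525/598 nm; tests interference with the coupling assay, not aldolase inhibition.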
Giardia kill: kills Giardia lamblia | Giardia lamblia trophozoite viability | activity change, % at 7.66 µM, hits read low | 340,000 compounds, 0.15% hits; in the data active means activity change below about -80%; inconclusive means between about -30% and that limit;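 further: parasites exposed to compound for two days anaerobically before the ATP read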
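Luminescent ATP signal served as the viability read-out, measured 15-30 min after adding ATP detection reagent to trophozoites that had been incubated with compounds for 48 hrs at 37 deg C anaerobically at 100 cells/well.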
PKM2 activator: activators of human pyruvate kinase M2; P14618; purified PKM2, Kinase-Glo ATP luminescence, activation; response scale: 0% is enzyme alone, no compound; Potency, µM (series often up to 57.5 µM), for inactives: at the highest dose activation, usual class: activators; 260,000 compounds, 0.34% hits; further: potency means the concentration at half of the fitted maximal effect; nearly all actives have a fitted effect of over 55% in size
Target sequence (P14618 whole entry, looked up): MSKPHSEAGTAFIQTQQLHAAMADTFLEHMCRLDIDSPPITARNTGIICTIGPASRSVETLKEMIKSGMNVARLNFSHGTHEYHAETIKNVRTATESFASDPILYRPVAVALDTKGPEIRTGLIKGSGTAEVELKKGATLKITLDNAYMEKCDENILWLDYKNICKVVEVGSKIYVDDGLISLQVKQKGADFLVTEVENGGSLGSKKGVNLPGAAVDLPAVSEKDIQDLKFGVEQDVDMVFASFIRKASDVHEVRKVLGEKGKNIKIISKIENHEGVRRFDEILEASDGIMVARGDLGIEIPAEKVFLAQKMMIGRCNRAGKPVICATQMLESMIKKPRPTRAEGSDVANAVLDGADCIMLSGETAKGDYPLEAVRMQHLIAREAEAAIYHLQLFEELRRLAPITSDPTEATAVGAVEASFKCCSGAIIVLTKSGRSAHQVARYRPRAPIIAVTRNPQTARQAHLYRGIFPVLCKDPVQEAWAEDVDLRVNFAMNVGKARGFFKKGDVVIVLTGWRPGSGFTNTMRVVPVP
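Purified hPK-M2 (>95% pure) converted ADP (0.1 mM final) to ATP with 0.5 mM PEP in 50 mM imidazole pH7.2, KCl, MgCl2, Tween 20, BSA; 1 h at room temperature. ATP detected by Kinase-Glo luminescence.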
uPA generation: blocks generation of uPA at the cell surface. cell surface uPA generation assay, qHTS. Potency, µM (top dose mostly 38.3 µM), for the others: at the top dose activity change, negative = inhibition, usual class: inhibitors. 330,000 compounds, 0.31% hits. AID 540303; active means well fitted inhibition curve with a large enough effect; inconclusive means small, poorly fitted or top-dose-only effect; inactive means no such curve, though single readings can be large or run the other way; tested in mouse RAW 264.7 cells; further: potency means the concentration at half of the fitted maximal effect; nearly all actives have a fitted effect of over 55% in size
Chronic BCR inh: blocks chronic active B-cell receptor signaling. Potency, µM (doses to about 46.1 µM), without a hit: at the highest dose ratio change, negative = lower green/red ratio, hits mostly inhibitors. ABC-DLBCL IkBa-CBG/CBR reporter, luminescence ratio, 4 h. AID 493014. 340,000 compounds, 0.05% hits; active means well fitted inhibition curve with a large enough effect in the signal ratio, with a control signal flat, not every such curve was filed as active; inconclusive means small, poorly fitted or top-dose-only effect, or effect the other way, or a change in a side signal; the % refers to the signal ratio;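 further: potency means the concentration at half of the fitted maximal effect; plate controls were basal doxycycline-induced cells for no effect and cells given 10 µM MG132 for full effect; MG132 reads +100%, hits lower the ratio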
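Doxycycline induced both beetle luciferases in TMD8 lymphoma cells; IKK-driven degradation limits the IkappaBalpha-fused green signal, while red luminescence normalises for cell number and nonspecific effects. Compounds tested up to 46 uM, 4 hrs.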
B2AR arrestin: agonists driving beta-arrestin recruitment to human beta2-adrenergic receptor; 330,000 compounds, 0.02% hits; beta-arrestin recruitment to beta2AR, cell-based reporter; P07550; Potency, µM (top dose mostly 46.1 µM), inactives show at the highest dose activation, actives largely listed as activators; AID 492947;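 further: potency means the concentration at half of the fitted maximal effect; 0% = DMSO controls and full agonism = EC100 isoproterenol or metaproterenol; nearly all actives have a fitted effect of over 65% in size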
Target sequence (P07550 whole entry, looked up): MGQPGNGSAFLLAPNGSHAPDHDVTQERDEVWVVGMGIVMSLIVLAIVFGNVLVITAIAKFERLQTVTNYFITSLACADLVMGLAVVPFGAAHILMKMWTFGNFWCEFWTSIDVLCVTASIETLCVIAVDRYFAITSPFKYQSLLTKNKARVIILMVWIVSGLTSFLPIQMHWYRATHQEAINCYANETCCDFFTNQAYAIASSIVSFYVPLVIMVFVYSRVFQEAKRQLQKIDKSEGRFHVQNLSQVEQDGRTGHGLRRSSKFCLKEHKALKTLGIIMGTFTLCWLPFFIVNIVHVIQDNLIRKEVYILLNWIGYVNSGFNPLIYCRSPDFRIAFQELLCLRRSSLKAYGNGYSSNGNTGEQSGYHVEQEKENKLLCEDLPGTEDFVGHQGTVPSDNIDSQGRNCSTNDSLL
USP2a block: inhibitors of human ubiquitin-specific protease USP2a; O75604; USP2 core, Ub-CHOP2 coupled fluorogenic reporter, 485/531; Potency, µM (top dose mostly 38.3 µM), without a hit: top-dose activity change, negative = inhibition, actives largely listed as inhibitors; 330,000 compounds, 0.01% hits;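 further: potency means the concentration at half of the fitted maximal effect; plate controls were DMSO wells for no effect and full inhibition by NEM control for full effect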
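USP2 core (10nM final) preincubated 30min RT with compound in 20mM Tris-HCl pH 8.0, 2mM CaCl2, 2mM beta-mercaptoethanol, 0.05% CHAPS; 25nM Ub-CHOP2 plus 25nM reporter substrate added, fluorescence (Ex485/Em531) read after 60min.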
hERG WT inh: KCNH2 (human, wildtype) channel inhibition. 340,000 compounds, 0.37% hits. activity change, % at 1.84 µM. AID 720551. U2OS, BacMam KCNH2, thallium flux FluxOr; stronger effect = lower value. Q12809;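 active means maximum activity change below -70%; inconclusive means maximum activity change between -70% and -50%; inactive means maximum activity change above -50%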
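U2OS cells transduced with wild-type KCNH2 virus are loaded with FluxOr dye for 45 min, and thallium flux is measured in kinetic reads before and after stimulation buffer. Rate constants are normalized to DMSO controls.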
GALK inh: galactokinase (human) inhibition | P51570 | Purified GALK, Kinase-Glo residual ATP luminescence | Potency, µM (doses to about 57.5 µM), for the others: top-dose activity change, negative = inhibition, hits mostly inhibitors | 270,000 compounds, 0.007% hits; further: potency means the concentration at half of the fitted maximal effect
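Kinase-Glo Plus luminescence measured ATP left after a 1 h room-temperature reaction. The reaction used 5 nM GALK, 100 uM galactose and 35 uM ATP at pH 8.0 (20 mM HEPES, 5 mM MgCl2, 60 mM NaCl, 1 mM DTT, 0.01% BSA).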
KCNH2 3.1 inh: inhibitors of human KCNH2 3.1 potassium channel isoform. U2OS KCNH2 3.1, thallium flux FluxOr; stronger effect = lower value. activity change, % (tested at about 1.8 µM). 340,000 compounds, 0.95% hits. AID 720553;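 active means maximum activity change below -70%; inconclusive means maximum activity change from -70% to -50%; inactive means maximum activity change above -50%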;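 further: thallium influx rate constant from kinetic fluorescence after stimulation buffer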
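Normalized rate constant (relative to positive and negative DMSO controls) derived from a 2 min kinetic fluorescence read after stimulation; U2OS cells expressing the 3.1 isoform via virus at 1.77 x 10^8 /mL.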
* = called active by the depositor; ? = inconclusive; . = no result given; [ ] = dose if it differs, or a comment. Unless noted, the call rests on the fitted dose curve; in most records, active means well fitted curve in the direction sought with a large enough effect; inconclusive means small, poorly fitted or top-dose-only effect, or another doubt; inactive means no such curve, though single readings can be large; an effect the other way counts as inactive or inconclusive. Unless noted, on the % scale 0 is the no-effect control and ±100 the full control effect.

[1] COc1cc2cc(CN(CCO)C(=O)c3cccs3)c(=O)[nH]c2cc1OC
[2] Cc1cc(=O)n(CCO)c(O)c1C#N
[3] COC(=O)C1OC2(OC1C(=O)OC)c1ccccc1-c1ccccc12 (stereo not given)
[4] COc1ccc(CC(=O)Nc2nn(C)c3nc4c(C)cccc4cc23)cc1
[5] Cc1ccc(C2CC(c3cccs3)=NN2C(=O)CSC2=NCCS2)cc1 (stereo not given)
[6] c1ccc(Cc2nc3ccccc3[nH]2)cc1
[7] CCOc1ccccc1N1C(=O)c2cccnc2C1=O
[8] COc1ccc(C(CNC(=O)c2cccc(S(=O)(=O)Nc3ccccc3OC)c2)N2CCCC2)cc1 (stereo not given)
Screen / compound no.,1,2,3,4,5,6,7,8
Eya2 inh,1%,10%,-11%,17%,-12%,17%,7%,8%
Coupling enz,2,-46*,1,0,-7,0,0,.
Giardia kill,-10,4,3,17,?,-2,-2,-5
PKM2 activator,6%,-7%,3%,1%,0%,0%,-4%,.
uPA generation,.,7%,2%,-3%,-17%,-21%,-1%,-25%
Chronic BCR inh,?,4%,3%,2%,?,?,16%,?
B2AR arrestin,-0.3%,-0.7%,-0.1%,-0.2%,4.1%,0.3%,-0.4%,0.4%
USP2a block,3%,4%,2%,-5%,1%,0%,1%,1%
hERG WT inh,30,-16,-2,-7,-4,-2,25,1
GALK inh,-3%,-1%,1%,-2%,1%,.,1%,.
KCNH2 3.1 inh,-4,0,0,-9,-6,10,16,-6

Quoted from the entries so far, two compounds:
[7] CCOc1ccccc1N1C(=O)c2cccnc2C1=O
[8] COc1ccc(C(CNC(=O)c2cccc(S(=O)(=O)Nc3ccccc3OC)c2)N2CCCC2)cc1 (stereo not given)
Screen / compound no.,7,8
Eya2 inh,7%,8%
Coupling enz,0,.
Giardia kill,-2,-5
PKM2 activator,-4%,.
uPA generation,-1%,-25%
Chronic BCR inh,16%,?
B2AR arrestin,-0.4%,0.4%
USP2a block,1%,1%
hERG WT inh,25,1
GALK inh,1%,.
KCNH2 3.1 inh,16,-6

(further entries)
[9] Cc1c(C(=O)N2CCN(c3ccccc3F)CC2)sc2nc(-c3ccccc3)cn12
[10] Cc1cc(=O)oc(C)c1C(=O)Nc1ccc(Cl)cn1
[11] O=C1CN=C(Nc2ccc(Cl)cc2)N1c1ccccc1
[12] CC(C)(O)[C@H](O)COc1c2ccoc2cc2oc(=O)ccc12
[13] Cc1ccccc1NS(=O)(=O)c1ccc(C(=O)N2CCCC(C(F)(F)F)C2)cc1 (stereo not given)
[14] Cc1c(-n2c(=O)n(Cc3ccccc3)c(=O)c3[nH]cnc32)cccc1S(C)=O (stereo not given)
[15] CCn1ncc(CNC(=O)C2(C)CC2(Cl)Cl)c1C (stereo not given)
[16] Cc1c(C)n(C)c2ccc(C(=O)N3CCN(c4ccccc4)CC3)cc12
Screen / compound no.,9,10,11,12,13,14,15,16
Eya2 inh,5%,-10%,2%,-3%,-15%,-5%,1%,2%
Coupling enz,-2,2,4,0,.,2,4,0
Giardia kill,7,-14,-3,-27,12,-2,-10,-6
PKM2 activator,-4%,3%,2%,-1%,.,.,1%,4%[0.46 µM]
uPA generation,10%,2%,5%,6%,4%,7%,-6%,-11%
Chronic BCR inh,2%,0%,?,2%,-9%,?,0%,1%
B2AR arrestin,0.3%,0.0%,-0.4%,-3.4%,0.5%,0.4%,-0.9%,0.2%
USP2a block,-6%,2%,-1%,-1%,0%,2%,5%,1%
hERG WT inh,8,0,-6,5,4,-1,16,-23
GALK inh,4%,.,-3%,.,.,1%,3%,1%
KCNH2 3.1 inh,2,15,-2,14,-8,-5,-2,-4

[17] Nc1nonc1C(=O)NCCNC(=O)c1cccc(Cl)c1
[18] O=C(O)c1cccc(NC(=O)c2ccc(N3C(=O)c4ccc(C(=O)Nc5cccc(C(=O)O)c5)cc4C3=O)cc2)c1
[19] Cc1cc2nc3c(=O)[nH]c(=S)[nH]c3nc2cc1NC(=O)C(F)(F)F
[20] COC(=O)c1ccc(NC(=O)Cn2nnc(-c3cccs3)n2)cc1
[21] C=C(C)Cn1c(CNC(C)=O)nc2ccccc21
[22] CC(C)N(C(=O)CSc1nnnn1C1CCCC1)C(C)C
[23] COc1ccccc1NC(=O)COC(=O)Cc1ccc(S(=O)(=O)N2CCCCC2)s1
[24] CC(=O)c1ccc(N2CCN(C(=O)c3cccs3)C(C)C2)c(F)c1 (stereo not given)
Screen / compound no.,17,18,19,20,21,22,23,24
Eya2 inh,5%,10%,75%,1%,-15%,-6%,1%,4%
Coupling enz,1,3,-1,2,0,-1,0,1
Giardia kill,-9,-5,14,-16,?,21,3,26
PKM2 activator,6%,-18%,.,4%,6%,2%,2%,1%[11.5 µM]
uPA generation,1%,0%,5%,8%,-7%,-1%,-1%,18%
Chronic BCR inh,1%,?,?,0%,0%,2%,?,0%
B2AR arrestin,-0.8%,0.5%,0.1%,-0.1%,0.3%,-0.2%,-0.2%,-0.1%
USP2a block,0%,-1%,?,1%,3%,-1%,7%,0%
hERG WT inh,4,4,-11,-2,-7,1,-17,-9
GALK inh,10%,0%,-1%,6%,0%,1%,-1%,-3%
KCNH2 3.1 inh,-2,11,11,15,6,-12,8,11

[25] O=C(Nc1cccc(O)c1)c1c(O)c2ccccc2[nH]c1=O
[26] COc1ccc(C(CNC(=O)COc2ccccc2OC)N2CCCCC2)cc1 (stereo not given)
[27] CC1(CCC#N)N=C(SCCC#N)N(c2ccccc2)C1=O (stereo not given)
[28] Cc1cc(=O)oc2cc(OCCSCCN3CCCCC3)ccc12
[29] O=C(CNC(=O)c1ccc(Br)cc1)NCC(=O)OCC(=O)c1ccc([N+](=O)[O-])cc1
[30] CCOc1ccc(C(=O)NCC(C)NC(=O)c2ccc(OCC)cc2)cc1 (stereo not given)
[31] O=C(NCCN1CCN(S(=O)(=O)c2ccc(F)cc2)CC1)C(=O)NCc1ccccc1
[32] Cc1ccc(S(=O)(=O)N(C)c2ccc(OC(C)C(=O)N(C)c3ccccc3)cc2)cc1 (stereo not given)
Screen / compound no.,25,26,27,28,29,30,31,32
Eya2 inh,-11%,1%,-10%,-10%,-1%,3%,-3%,9%
Coupling enz,-2,.,2,0,5,1,1,.
Giardia kill,-7,8,5,-15,49[activator],-6,2,-17
PKM2 activator,0%,.,0%,-5%,-8%,2%,11%,.
uPA generation,?,-4%,-3%,-11%,0%,14%,4%,-1%
Chronic BCR inh,?,-2%,2%,-15%,0%,-2%,2%,3%
B2AR arrestin,-0.9%,-0.8%,0.5%,-0.1%,-0.1%,0.2%,-0.1%,-0.9%
USP2a block,-2%,2%,1%,-3%,3%,-2%,-1%,4%
hERG WT inh,12,1,3,-9,1,-21,0,7
GALK inh,-3%,-3%,3%,.,.,4%,0%,.
KCNH2 3.1 inh,-6,-3,3,5,2,23,10,3

[33] O=C(c1ccccc1SCc1ccccc1)N1CCOCC1
[34] Cc1cc(C)n2c(SCC(=O)Nc3ncc(C(F)(F)F)cc3Cl)nnc2n1
[35] CCOc1cccc(C(=O)Nc2ccccc2C(=O)N2CCOCC2)c1
[36] COc1ccc(C)cc1NC(=O)c1cc(S(=O)(=O)N2CCCCC2)ccc1N1CCOCC1
[37] COc1ccc(C(=O)c2sc3nc(-c4ccccc4)ccc3c2N)cc1OC
[38] O=C(COC(=O)CCC(=O)c1cccs1)NCc1ccc(Cl)cc1
[39] CCOC(=O)c1c(C)[nH]c(C)c1C(=O)CSc1nnc(N)s1
[40] CC(C)C(OC(=O)c1ccco1)C(=O)NCc1ccccc1 (stereo not given)
[41] Cc1cc(OCC(=O)Nc2cccnc2)c2c(C)c(C)c(=O)oc2c1
Screen / compound no.,33,34,35,36,37,38,39,40,41
Eya2 inh,-17%,-7%,1%,-12%,-23%,11%,5%,-29%,-1%
Coupling enz,-1,-1,.,.,-1,3,4,3,4
Giardia kill,11,2,-9,12,-18,-8,-8,-13,0
PKM2 activator,0%,6%,-4%,.,8%,-1%,1%,10%,.
uPA generation,1%,-7%,-1%,1%,-6%,-2%,-1%,6%,8%
Chronic BCR inh,0%,-22%,1%,0%,3%,0%,-12%,1%,-2%
B2AR arrestin,0.1%,-0.2%,-0.7%,0.0%,0.0%,-0.2%,0.1%,-0.2%,-0.1%
USP2a block,2%,0%,5%,-2%,1%,-5%,1%,3%,-1%
hERG WT inh,-7,-26,-6,13,-27,7,5,-4,5
GALK inh,1%,1%,5%,.,-2%,7%,12%,0%,-2%
KCNH2 3.1 inh,12,-10,1,?,-22,-1,-3,-1,-6
